Screening results as filed in PubChem BioAssay.
ADAM17 inh – ADAM17 inhibitors, primary screen, biochemical, QFRET. Disintegrin and metalloproteinase domain-containing protein 17 (Homo sapiens), P78536. recombinant ADAM17, EDANS/DABCYL FRET peptide cleavage. inhibition, % at 6.95 µM. 370,000 tested, 0.83% active. AID 720648, 2013;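 active means inhibition above the mean of compounds lying between control limits plus 3 SD, set per campaign, cut at about 8.5% in these data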;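 further: 0% = DMSO-only wells as the low control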
TDP2 inh – human TDP2 enzyme inhibitors, primary screen, biochemical, epi absorbance, recombinant enzyme; T5PNP hydrolysis, p-nitrophenol absorbance 415 nm; inhibition, % at 12.8 µM; 370,000 tested, 0.34% active;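 active means inhibition above the mean of all tested compounds plus 3 SD, set per campaign, cut at about 25% in these data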;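 further: 0% = DMSO with enzyme and 100% = buffer with substrate but no TDP2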
Target sequence (O95551 whole entry, looked up): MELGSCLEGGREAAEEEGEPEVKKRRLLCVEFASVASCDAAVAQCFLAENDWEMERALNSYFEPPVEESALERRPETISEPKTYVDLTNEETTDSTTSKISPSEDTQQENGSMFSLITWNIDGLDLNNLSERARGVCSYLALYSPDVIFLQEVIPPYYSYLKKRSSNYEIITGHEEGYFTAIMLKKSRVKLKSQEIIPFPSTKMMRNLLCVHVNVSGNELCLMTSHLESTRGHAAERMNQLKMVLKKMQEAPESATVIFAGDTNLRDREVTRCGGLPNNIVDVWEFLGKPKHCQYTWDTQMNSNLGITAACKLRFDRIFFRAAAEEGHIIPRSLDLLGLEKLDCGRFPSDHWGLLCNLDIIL
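System – recombinant human TDP2 · Quantity – TDP2 enzyme at 120 nM final · Doses – single concentration, 12.8 µM nominal, with 1% DMSO · Incubation – 2 h at 37 °C · Measured by – epi absorbance of p-nitrophenol freed from T5PNP by hydrolysis · Read-out – % inhibition relative to enzyme-containing and enzyme-free wells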
LEDGF integ inh – blockers of LEDGF/p75-dependent integrase strand transfer – biochemical, TR-FRET, high throughput, primary screen | inhibition, % at 3.7 µM | 370,000 tested, 0.64% active | TR-FRET IN-LEDGF/p75 DNA integration, Eu/Cy5;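 active means inhibition above the screen-wide mean plus 3 SD, cut at about 13% in these data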;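 further: signal is the Cy5 over europium emission ratio at 671 and 618 nm; 0% = plate median of compound wells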
ARFGAP1 inhibitor – inhibitors of rat ARFGAP1 GAP activity, primary screen, biochemical, fluorescence polarization, GDP tracer. ADP-ribosylation factor GTPase-activating protein 1 (Rattus norvegicus), Q62848. Arfgap1-stimulated ARF1 GTP hydrolysis, GDP FP detection. inhibition, % at 16.5 µM. 360,000 tested, 0.26% active. AID 651572, 2012;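 active means inhibition above a per-plate limit, mean inhibition of low control wells plus 3 SD, cut at about 25% in these data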;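 further: 0% = DMSO wells with enzyme and 100% = wells lacking Arfgap1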
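System: truncated rat Arfgap1 GAP domain / Benchmarks: high control wells lacking Arfgap1, low control full reaction with DMSO / Times: compound-enzyme preincubation 20 min, reaction 120 min, detection 60 min, 25 °C / Repeats: one replicate per compound / Also added: human ARF1(Δ1-17)-GTP substrate / Measured by: Tracer-displacement fluorescence polarization with EDTA stop, 620/688 nm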
proKLK7 act – proKLK7 zymogen activators, primary screen, biochemical, fluorescence intensity; Kallikrein-7 (Homo sapiens), P49862; purified proKLK7, EDANS-DABCYL substrate fluorescence; 100% is mature enzyme control, 0% vehicle; activation, % at 7 µM; 370,000 tested, 0.9% active;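 active means activation above the mean of all tested compounds plus 3 SD, computed per campaign excluding outliers beyond control limits, cut at about 13% in these data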
ASAP1 GAP inh – inhibitors of human ASAP1 ArfGAP activity, primary screen, biochemical, fluorescence polarization; ASAP1-stimulated ARF1 GTP hydrolysis, GDP FP detection; inhibition, % at 16.5 µM; 360,000 tested, 0.19% active; in the data active means inhibition above about 25%;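 further: 0% = vehicle with enzyme and substrate and 100% = no enzyme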
ADAM10 inh – human ADAM10 inhibitors, primary screen, biochemical, QFRET, HTS. recombinant ADAM10, EDANS/DABCYL FRET peptide cleavage, 3 h. inhibition, % at 7 µM. 370,000 tested, 0.62% active. AID 720582, 2013;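 active means inhibition above a per-campaign cutoff equal to the mean of compounds falling between control-based bounds plus 3 SD, cut at about 20% in these data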;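 further: 0% = DMSO wells while the 100% control is not disclosed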
Target sequence (O14672 214-748 limits assumed): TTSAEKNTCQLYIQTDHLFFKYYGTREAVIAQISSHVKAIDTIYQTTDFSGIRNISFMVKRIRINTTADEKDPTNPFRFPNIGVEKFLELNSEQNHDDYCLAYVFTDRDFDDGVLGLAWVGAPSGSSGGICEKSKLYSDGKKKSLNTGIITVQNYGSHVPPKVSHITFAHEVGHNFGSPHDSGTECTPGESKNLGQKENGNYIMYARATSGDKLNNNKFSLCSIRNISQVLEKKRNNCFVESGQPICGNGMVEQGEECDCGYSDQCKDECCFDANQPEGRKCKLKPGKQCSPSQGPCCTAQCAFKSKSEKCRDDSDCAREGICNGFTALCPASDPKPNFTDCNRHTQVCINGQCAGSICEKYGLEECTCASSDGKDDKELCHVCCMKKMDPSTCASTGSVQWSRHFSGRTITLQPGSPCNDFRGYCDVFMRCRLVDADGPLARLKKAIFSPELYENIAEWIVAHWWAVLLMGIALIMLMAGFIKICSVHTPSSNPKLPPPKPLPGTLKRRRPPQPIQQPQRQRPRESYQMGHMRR
DDE Tn7 FP inh – inhibitors of Tn7 peptide binding to fibrin DD(E), primary screen, biochemical, fluorescence polarization, human fibrin, Tn7 probe; Fibrinogen beta chain (Homo sapiens), P02675; FP displacement of FITC-Tn7 peptide from fibrin DD(E); 0% = median of compound wells per plate; inhibition, % at 8.3 µM; 370,000 tested, 0.13% active;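 active means inhibition above the mean of compounds falling within the control limits plus 3 SD of them, cut at about 14% in these data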;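 further: 0% = plate median of compound wells and 100% = 10 µM Aha-Tn7 peptide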
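Assay system: human fibrin DD(E). Input: DD(E) 2 µM final. Medium: Tris buffer with calcium and detergent, pH 7.8. Compound dosing: single point at 8.3 µM. Timing: 10 min plus 3 h, room temperature. Technique: fluorescence polarization of the labelled Tn7 tracer. Read-out: percent inhibition. Replicates: singlicate testing.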
PLC-gamma1 inh – PLC-gamma1 enzyme inhibitors, primary screen, biochemical, fluorescence, purified enzyme. 1-phosphatidylinositol 4,5-bisphosphate phosphodiesterase gamma-1 (Homo sapiens), P19174. fluorogenic substrate. inhibition, % at 12.2 µM. 370,000 tested, 0.84% active; in the data active means inhibition above about 9.5%
DDE Tn6 FP inh – inhibitors of Tn6 peptide binding to fibrin DD(E), primary screen, biochemical, fluorescence polarization, human fibrin, Tn6 probe; Fibrinogen beta chain (Homo sapiens), P02675; Fibrin DD(E) TRITC-Tn6 fluorescence polarization displacement; inhibition, % at 8.3 µM; 370,000 tested, 0.21% active; AID 720509, 2013;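 active means inhibition above a per-campaign cutoff: mean of compounds within control limits plus 3 SD, cut at about 15% in these data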;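 further: 0% = median of all compound wells on the plate and 100% = blocking peptide control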
The depositor's hits bear a star; . = no result given.

Results follow in this order: ADAM17 inh, TDP2 inh, LEDGF integ inh, ARFGAP1 inhibitor, proKLK7 act, ASAP1 GAP inh, ADAM10 inh, DDE Tn7 FP inh, PLC-gamma1 inh, DDE Tn6 FP inh
C(=N\n1cnnc1)/c1ccc2c(c1)OCO2
  -5, -10, -3, -2, 1.1, -1, -28, 0, -7, -7
O=C(Nc1cccc(Cl)c1)Nc1nnc([C@@H]2C[C@H](O)[C@@H](CO)O2)s1
  -7, 3, -3, 6, -0.4, -2, -17, 2, -3, -7
CCOc1ncnc2c1sc1nc(C)cc(C)c12
  -7, -1, -3, -3, 0.4, -2, -4, 4, 0, 0
O=[N+]([O-])c1nn(-c2ccc3c(c2)OCCO3)n(O)c1=NCc1ccc(F)cc1
  0, 7, 9, -4, 0.2, -6, 1, 2, 3, -2
COC(=O)[C@@]12CCCCN1[C@H](c1ccc(-c3ccc(OC)cc3)c(OC)c1)[C@@H]1C(=O)N(C)C(=O)[C@@H]12
  -2, 4, -1, -1, 0.3, 6, -13, -1, -20, 3
Cc1c2c(nc3ccccc13)CCC(C(C)(C)C)C2 (configuration not stated)
  -1, -3, 0, 6, -0.2, 0, 7, 1, 0, 0
COc1ccc(N2CCN(C(=O)Cc3csc(NC(=O)Nc4ccccc4OC)n3)CC2)cc1
  5, 7, 3, 5, 0.5, 12, 12, -2, -6, -15
Cc1ccccc1OCCOc1ccc([N+](=O)[O-])cc1/C=N/n1cnnc1
  -1, 6, 1, 12, -0.6, -9, -2, -7, 1, -5
CSc1ncc(CN2CCCC(C(=O)c3ccc(C(C)(C)C)cc3)C2)cn1 (configuration not stated)
  0, -2, -8, -11, 0.0, 4, -6, -4, 1, -1
Cc1cccn2c(=O)c(/C=C(\C#N)S(=O)(=O)c3ccccc3)c(N3CCN(c4ccccc4)CC3)nc12
  -1, 13, 2, 8, 0.2, -1, -9, -5, -2, 0
CCCC(=O)Nc1ccc(S(=O)(=O)N2CCOCC2)cc1
  -1, 5, -2, -4, 0.9, -13, -15, -6, 2, 2
CCOC(=O)[C@]12CCCCC/C=C\1N(CCc1ccc(Cl)cc1)C(=O)[C@H]2CC(=O)N1CCCC1
  2, 6, 0, ., 0.1, ., 2, -2, 1, -2
C=CCn1c(CSc2nc3ccccc3s2)nnc1SCC(=O)NCc1ccco1
  1, 4, 2, 6, 0.9, -9, 4, 4, -1, 4
O=C(CSc1nnc(-c2ccncc2)n1-c1ccc(Cl)cc1)Nc1ccc(C(=O)O)cc1
  -3, 4, 2, -6, 0.0, 1, -8, -3, -1, 0
Cc1ccc(NC(=O)C2CCCN(S(=O)(=O)c3ccc(-n4cnnn4)cc3)C2)cc1 (configuration not stated)
  1, -14, 4, 17, 0.1, 1, 5, -6, 9, -5
COc1cccc(C(=O)Nc2nnc(C(C)C)s2)c1
  0, 4, -2, -6, 0.9, 12, 2, 1, 0, 5
O=C(COC(=O)CNC(=O)c1cccc(Br)c1)Nc1nnc(-c2ccccc2)o1
  -2, -5, 1, 9, 0.2, -5, 0, -1, 0, 0
Cn1c(C(=O)OC(C(=O)NC2CCCCC2)c2cccnc2)cc2sccc21 (configuration not stated)
  0, 2, -1, 2, -0.5, -6, 3, -6, 9, -3
COc1ccc(CC(=O)NCCc2cnc[nH]2)cc1
  -2, 1, -1, 3, 0.4, 7, -11, 0, -2, -3
O=C1CC(c2cccc([N+](=O)[O-])c2)c2c(ccc3ccccc23)N1 (configuration not stated)
  0, -9, 3, 4, 0.7, 2, -4, -4, 2, -9
O=C(O)c1ccc(/C=N\Nc2ccccn2)cc1
  3, 1, -1, -7, 0.5, 9, -10, 0, 2, 2
O=C(O)COc1ccccc1/C=C1\SC(=S)N(c2cccnc2)C1=O
  0, 7, -2, 6, -0.8, -5, 5, -5, -2, 4
O=S(=O)(Cc1ccccc1)N1CCN(Cc2ccc(F)cc2Cl)CC1
  2, 2, 5, 0, 0.4, -12, 0, -4, 0, -3
CCc1nn(C(C)C(=O)N2CCc3ccccc3C2)c(=O)c2cc3occc3n12 (configuration not stated)
  -4, 9, -3, -2, 0.2, 3, -2, 4, -3, -1
O=C(/C=C/c1ccc(F)cc1)N1CC[C@@]2(O)CCCC[C@H]2C1
  -3, -5, 4, -7, 0.2, -5, 13, 1, 2, -7
COc1ccc(C2c3ccc4ccccc4c3Oc3ncn(CCCN(C)C)c(=N)c32)cc1 (configuration not stated)
  0, 4, 3, 2, -0.1, 9, -1, -3, 2, 0
Cc1ccc(S(=O)(=O)N2CCN(C(=O)CSc3ncn[nH]3)CC2)cc1
  -6, -1, 0, -2, 0.2, -9, -8, 2, 3, -8
COc1cc(OC)c(OC)cc1CCC(C)NC(=O)Cc1ccccc1 (configuration not stated)
  -3, 22, -1, -6, -0.2, -1, 3, 2, 0, -2
O=C(O)Cn1nnnc1SCC(=O)Nc1ccc(OC(F)(F)F)cc1
  -5, 10, -1, -4, -7.5, -2, 82*, 7, -4, 3
CCOC(=O)c1ccccc1NC(=O)CN(c1cccc(OC)c1)S(C)(=O)=O
  -6, -11, -3, -10, -0.6, -10, 7, 5, 1, 0
Cc1nc(-c2ccccc2)nc2[nH]c(=O)n(-c3ccccc3)c(=O)c12
  1, -11, 0, -3, -0.7, -5, -6, -1, 1, 2
COC(=O)c1c(NC(NC(C)=O)C(Cl)(Cl)Cl)sc2c1CCCC2 (configuration not stated)
  5, -1, -3, 4, 0.1, 3, -3, 5, 3, 1
Cc1nc(C(=O)N2CCC(n3nccc3NC(=O)Nc3ccccc3Cl)CC2)cs1
  -2, -6, 1, -6, -0.1, -7, -3, 6, -33, -1
Cn1c(C(=O)NN)cc2cc(Oc3ccccc3)ccc21
  -12, -7, 3, 11, -1.0, -7, -15, -5, -12, -8
COc1ccccc1NC(=O)N1CCCC1C(=O)Nc1ccc2c(c1)OCO2 (configuration not stated)
  -2, 6, -1, 4, -0.1, 6, -5, 3, -7, -3
O=C(OCC#CCSc1nnc(-c2cccc3ccccc23)o1)c1ccccc1F
  -2, 1, 2, ., ., ., -2, -2, -2, -8
Cc1ccc(CCNC(=O)C2CCN(S(=O)(=O)N3CCC4(CC3)OCCO4)CC2)cc1
  1, 8, 0, 7, 0.5, -5, 3, 2, 4, 10
O=C(CNC(=O)c1ccccc1Cl)NC1CCN(Cc2ccccc2)CC1
  2, 11, -3, -10, -0.6, -5, -8, -6, 1, 7
COCCN1CCN(C(=O)C2CCC(=O)N(Cc3ccc(Cl)cc3)C2)CC1 (configuration not stated)
  -4, 8, 2, 1, -0.1, -1, 0, -3, 2, 5
Cc1cc(NC(=O)CCC(=O)N(CC(=O)NCC2CCCO2)Cc2ccc(F)cc2)no1 (configuration not stated)
  4, -9, 2, 1, 0.4, 2, 11, -9, 5, -9
COC(=O)c1ccc(NC(=O)c2ccc3c(c2)OCO3)cc1
  -2, -3, -4, 12, 0.0, -1, -3, 2, 0, 1
NC(=O)CC1(c2ccccc2)CCCCC1
  -5, -1, -1, -1, -0.1, 3, -1, 2, -1, -1
COc1cccc(C2=NN(C(=O)c3ccco3)C(O)(C(F)(F)F)C2)c1 (configuration not stated)
  -2, 7, 0, -5, 0.3, -3, -2, 2, -1, 0
OCCN1CCN(c2ncnc3c2ncn3[C@H]2CN(Cc3ccc(Cl)cc3)C[C@@H](CO)O2)CC1
  -3, 14, -2, 6, 1.0, -1, -17, 0, 5, -11
CC1(C2CC2)NC(=O)N(CC(=O)NCC(=O)Nc2ccc(F)c(F)c2F)C1=O (configuration not stated)
  -6, 0, -1, -7, -0.1, 4, -22, -2, 4, -1
COc1cccc(S(=O)(=O)Nc2ccc3c(c2)OCCO3)c1
  7, -14, 1, 3, 0.0, 1, 13, 2, 9.6*, -2
